# Compound activity: PubChem BioAssay, The Scripps Research Institute Molecular Screening Center
# MITF primary: MITF inhibitors, primary screen, biochemical, AlphaScreen, human | 650,000 tested, 0.91% active | inhibition, % at 2.6 µM | Microphthalmia-associated transcription factor (Homo sapiens), O75030 | AlphaScreen MITF homodimerization, bead proximity signal; in the data active = inhibition above about 50%;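 also: 0% = vehicle wells with protein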
# Target sequence (O75030 whole entry, looked up): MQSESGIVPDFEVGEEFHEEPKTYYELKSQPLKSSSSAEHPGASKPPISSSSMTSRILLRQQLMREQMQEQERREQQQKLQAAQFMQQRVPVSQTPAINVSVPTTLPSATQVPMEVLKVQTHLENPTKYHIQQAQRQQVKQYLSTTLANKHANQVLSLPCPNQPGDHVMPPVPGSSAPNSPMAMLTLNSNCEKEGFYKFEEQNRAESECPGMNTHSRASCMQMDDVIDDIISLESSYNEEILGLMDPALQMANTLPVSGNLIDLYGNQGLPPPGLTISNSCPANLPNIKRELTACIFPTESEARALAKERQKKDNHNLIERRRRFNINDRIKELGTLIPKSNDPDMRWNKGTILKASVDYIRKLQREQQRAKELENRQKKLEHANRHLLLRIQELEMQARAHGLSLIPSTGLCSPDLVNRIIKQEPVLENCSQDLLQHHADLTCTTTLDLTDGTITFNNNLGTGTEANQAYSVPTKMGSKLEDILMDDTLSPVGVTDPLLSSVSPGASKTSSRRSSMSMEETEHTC
# TEAD-YAP inh: TEAD-YAP interaction inhibition, primary screen, TEAD-YAP interaction inhibitor project, luminescence, HEK-TIYL cells | AID 1259422, 2018 | inhibition, % at 9.12 µM | TEAD-Gal4/YAP UAS-luciferase luminescence | 640,000 tested, 1.4% active; in the data active = inhibition above about 32%;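 also: 0% = median of test compound wells and 100% = reference inhibitor wells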
# GPR151 activ: activators of human GPR151, primary screen, cell-based, PathHunter beta-arrestin, luminescence | 650,000 tested, 1% active | PathHunter beta-arrestin GPR151 cells | activation, % at 11.2 µM | G-protein coupled receptor 151 (Homo sapiens), Q8TDV0; in the data active = activation above about 4.9%;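 also: 0% = median of compound wells and 100% = cells with positive control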
# Target sequence (Q8TDV0 whole entry, looked up): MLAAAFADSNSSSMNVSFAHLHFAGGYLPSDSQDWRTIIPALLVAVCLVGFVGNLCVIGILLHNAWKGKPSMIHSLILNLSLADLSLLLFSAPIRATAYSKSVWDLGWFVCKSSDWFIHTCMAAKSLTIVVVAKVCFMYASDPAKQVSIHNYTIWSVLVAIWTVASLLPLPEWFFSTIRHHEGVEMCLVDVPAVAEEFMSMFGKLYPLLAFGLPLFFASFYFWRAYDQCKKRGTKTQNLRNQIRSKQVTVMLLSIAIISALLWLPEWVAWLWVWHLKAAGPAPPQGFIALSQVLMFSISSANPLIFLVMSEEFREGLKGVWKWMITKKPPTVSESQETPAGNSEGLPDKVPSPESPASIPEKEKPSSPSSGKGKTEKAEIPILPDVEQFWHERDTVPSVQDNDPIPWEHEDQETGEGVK
# FBW7 act: FBW7 E3 ligase activators, primary screen, biochemical, AlphaScreen, human; F-box/WD repeat-containing protein 7 (Homo sapiens), Q969H0; AlphaScreen FBW7–phospho-cyclin E peptide binding, activator screen; normalized activity (activation), % at 26.1 µM; 650,000 tested, 0.13% active; in the data active = normalized activity above about 1.9%;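 also: purified mutant Fbw7 with reduced substrate affinity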
# * marks the source's active call; other numbers are inactive results; . = not tested or not shown; & = joins results of further samples.
SMILES,MITF primary,TEAD-YAP inh,GPR151 activ,FBW7 act
COC(=O)CNC(=O)C(C)NC(=O)OCc1ccccc1 (centres undefined),5,10,0.8,0.6
CC(=O)c1cccc(NC(=O)N2CCN(C3CCCCC3)CC2)c1,24,3,1.2,0.2
CCC(C(=O)Nc1cccc(O)c1)c1ccccc1 (centres undefined),-2,-4,-0.3,-0.1
CC(C)CC(NS(=O)(=O)c1ccc2c(c1)oc(=O)n2C)C(=O)N1CCC(C)CC1 (centres undefined),9,-12,-0.1,-0.1
COC(=O)c1ccc(NC(=O)COc2ccc(S(=O)(=O)NCC(C)C)cc2C)cc1,0,9,2.4,0.1
O=C1c2cc([N+](=O)[O-])cc3cc([N+](=O)[O-])cc(c23)C(=O)N1c1ccc(Br)cn1,-3,-2,0.1,0.1
CCOP(=O)(CC(=O)N/N=C/c1cccc(O)c1)OCC,-9,2,0.1,0.2
OC1c2ccccc2C2N=Nc3cccc1c32 (centres undefined),-1,-6,-0.1,-0.1
CCOC(=O)C1=C(C)N=c2s/c(=C\c3ccc(-c4cccc(Cl)c4)o3)c(=O)n2C1c1ccccc1OC (centres undefined),3,8,0.4,-0.2
O=C(NCc1ccc2c(c1)OCO2)c1cccnc1,10,-1,-0.7,0.1
O=C(c1nc2sccn2c1CN1CCCCC1CCN1CCOCC1)N1CCCCC1 (centres undefined),-10,3,-0.6,0.0
COc1ccc(N2CCN(C(=O)c3ccccc3)CC2)c([N+](=O)[O-])c1,24,14,-1.8,0.2
CCN(c1ccc(F)cc1)S(=O)(=O)c1ccc2[nH]cc(C(=O)NCc3cccnc3)c(=O)c2c1,6,7,-0.1,-0.1
Cc1c(NC(=O)c2ccc3c(=O)n4c(nc3c2)CCCCC4)c(=O)n(-c2ccccc2)n1C,7,2,2.3,0.0
CCOc1ccccc1Nc1nnc(SCC(=O)N2C(C)CCCC2C)s1 (centres undefined),0,-10,0.4,-0.1
CSc1nnc(NC(=O)c2ccc3c(c2)OCO3)s1,0,-26,-6.7,0.1
O=C1N[C@@H](CO)C(=O)N2CCN(Cc3cccc4cccnc34)C[C@H]12,13,0,-0.7,0.1
COc1cc2[nH]c(=S)n(C3CC3)c(=O)c2cc1OC,10,19,0.9,-0.2
CCOC(=O)C1CCCN(C(=O)c2cccc(C)c2)C1 (centres undefined),-8,-2,-0.6,-0.2
COc1cc(Nc2nc(C)cc(Nc3ccc4c(c3)OCO4)n2)cc(OC)c1OC,-8,-2,-0.4,0.0
CO[C@@H]1COC(=O)[C@H](C)NC(=O)C/C=C/[C@H](C)[C@@H](NS(=O)(=O)c2ccc(C)cc2)COC(=O)[C@@H](OCc2ccccc2)/C=C/[C@H]1C,13,.,-0.8,0.1
COc1cc(OC)nc(Oc2ccccc2C(=O)N[C@H](C(N)=O)C(C)C)n1,3,7,-0.4,0.0
C=C(NC(=O)C(=C)NC(=O)c1csc(C2=NC3c4csc(n4)C4NC(=O)c5csc(n5)C(C(C)(O)C(C)O)NC(=O)C5CSC(=N5)C(=CC)NC(=O)C(C(C)O)NC(=O)c5csc(n5)C3(CC2)NC(=O)C(C)NC(=O)C(=C)NC(=O)C(C)NC(=O)C(C(C)CC)NC2C=Cc3c(C(C)O)cc(nc3C2O)C(=O)OC4C)n1)C(N)=O (centres undefined),-12&14,-1,1.8&-1.3,-0.2&-0.1
CCCCOc1cccc(NC(=O)CSc2nc(C)cc(C)c2C#N)c1,12,16,-1.5,0.5
COc1ccc(NS(=O)(=O)c2c[nH]c(=O)[nH]c2=O)c(OC)c1,6,3,-1.7,-0.1
CCOC(=O)C1(CC2CC2)CCN(S(=O)(=O)c2cc(Cl)ccc2OC)CC1,13,-2,-0.2,0.2
Cc1ccc(C)c(NC(=O)CSc2nc(=O)n(CCCN3CCOCC3)c3c2CCCC3)c1,-3,1,0.4,0.1
O=C(NC1CCCC1)C1CCN(S(=O)(=O)c2cccc3cccnc23)CC1,5,5,-0.1,-0.1
COc1cccc(C(=O)CN2CCN(S(=O)(=O)c3ccc(Br)cc3)CC2)c1,-2,-10,-0.8,-0.1
CCOc1ccc(NC(=O)C/C(C)=N/NC(=O)Cc2cccs2)cc1,2,-26,2.0,0.0
CCN(CC)CCCN1C(=O)C2C(C(=O)Nc3ccc(C(C)C)cc3)C3C=CC2(O3)C1C(=O)NC1CCCCC1 (centres undefined),16,-8,-1.2,0.3
O=C(O)CCCc1ccc([N+](=O)[O-])cc1[N+](=O)[O-],-7,-10,-1.9,0.0
CC12CCC(C(=O)NCc3ccccc3Cl)(CC1=O)C2(C)C (centres undefined),-15,11,-0.5,-0.2
CC1CC(C)CN(C(=O)Cn2c(SCC(=O)N3CCCCC3)nc3ccccc32)C1 (centres undefined),20,5,-0.2,0.1
CN(C)CCn1c(=O)n(C)c(=O)c2[nH]cnc21,-1,7,-0.3,0.2
COC(=O)c1[nH]c2ccc(C)cc2c1NC(=O)CNCc1ccccc1,7,0,0.4,0.3
O=C(CCc1nnc2ccc(N3CCOCC3)nn12)N1CCC(Cc2ccccc2)CC1,10,6,0.3,1.1
COc1ccc(Cn2c(=O)c3cccnc3n(Cc3ccc([N+](=O)[O-])cc3)c2=O)cc1,15,1,-0.2,0.2
CCOC(=O)C1(Cc2cccc(OC)c2)CCCN(Cc2cnc(C)s2)C1 (centres undefined),9,1,-1.2,0.1
Cc1cc(C(=O)N2CCN(C)CC2)ccc1[N+](=O)[O-],2,0,0.8,-0.1
O=C(COc1ccccc1F)Nc1ccc(I)cc1,1,-23,-0.1,0.0
CCOc1cc(/C=N/N(CCO)C2=NS(=O)(=O)c3ccccc32)ccc1O,6,-23,0.8,0.1
O=S(=O)(c1ccc(Cl)cc1)N1CCn2cccc2C1c1ccccc1 (centres undefined),7,4,0.9,0.0
COc1cc(C2C(=O)N(C3CCC(C)CC3)CC(=O)N2Cc2ccc3c(c2)OCO3)ccc1OC(C)C (centres undefined),2,5,0.6,0.0
CCNC(=O)N1CCN(Cc2ccc(Cl)s2)CC1C(=O)NCc1ccccc1 (centres undefined),4,6,0.6,-0.1
CCN(CC)c1ccc(/C=N/NC(=O)CSc2ccccn2)cc1,13,-5,0.0,-0.1
COc1cccc(C(=O)COC(=O)c2cc3cc(Br)cc(OC)c3oc2=O)c1,7,5,0.1,0.4
CCCCc1ccc(C2=N/C(=C\c3ccc(OC)c(OC)c3)C(=O)O2)cc1,11,5,-1.0,0.2
Cc1nn(CC(=O)NCc2ccccn2)c(=O)c2ccccc12,6,-1,-0.6,-0.2
CCOc1ccc(-c2nc(C#N)c(NCC(C)C)o2)cc1,7,-14,2.9,0.2

# Going on with the list:
SMILES,MITF primary,TEAD-YAP inh,GPR151 activ,FBW7 act
COc1ccc(C2CC(c3cccs3)=NN2C(=O)CSc2nnc(CNC(=O)c3cccs3)n2-c2ccccc2OC)cc1 (centres undefined),-4,-7,0.1,0.0
CCOC(=O)C1(CC2CC2)CCN(Cc2ccccc2OC)CC1,2,8,0.1,0.1
Cc1cc(N2CCN(c3ncccn3)CC2)nc2ccc(NC(=O)c3cccc([N+](=O)[O-])c3)cc12,2,5,0.3,-0.1
CN(C)c1ccc(/C=C(\C#N)c2nn(-c3ccccc3)c(N)c2C#N)cc1[N+](=O)[O-],8,-4,1.8,-0.1
NC(=O)c1ccccc1NC(=O)CCCN1C(=O)c2ccccc2C1=O,-2,-4,0.0,0.0
CN(C)C(CNC(=S)NC1CCCCC1)c1cccnc1 (centres undefined),3,-6,-1.1,-0.2
CCOC(=O)c1c(C)oc2ccc(N(C(=O)Oc3ccccc3)S(=O)(=O)c3ccccc3)cc12,10,-1,-1.8,0.3
COC(=O)c1cn(NC(=O)/C=C/c2ccccc2OC(C)C)c(=O)c2ccccc12,-4,14,-0.5,0.0
CCC(=O)N1N=C(c2ccccc2)CC1c1ccccc1O (centres undefined),-6,-1,2.4,-0.1
COC(=O)c1c(-c2ccco2)csc1NC(=O)CN1CCC(C)CC1,-4,2,3.9,0.2
CCOC(=O)CC1=NN=C(N)SC1,0,4,1.4,-0.1
Cn1cnnc1SCC(=O)n1c2c(c3ccccc31)CCCC2,3,16,-1.1,0.1
CSc1ccccc1NC(=O)CN(c1cccc(F)c1)S(C)(=O)=O,4,3,-1.5,0.0
Cc1cccc(NC(=O)NNC(=O)c2cc3ccccc3cc2O)c1C,17,1,0.3,-0.1
COc1ccc(CCNC(=O)c2ccc3nc(Nc4cc(OC)c(OC)c(OC)c4)sc3c2)cc1,0,-13,0.9,0.1
Cc1ccc(Cl)cc1N1CCN(C(=O)CNS(=O)(=O)c2cccs2)CC1,-14,3,0.5,-0.1
CCn1c(SCC(=O)Nc2nnc(C)s2)nnc1-c1ccccc1O,1,-2,-0.7,0.1
c1ccc(-n2nnnc2-c2ccc3ccccc3n2)cc1,1,11,-1.1,-0.1
O=C(Nc1ccc2c(c1)OCCO2)c1cc(Cl)ccc1[N+](=O)[O-],1,-7,2.5,-0.1
COC(=O)c1c(NC(=O)c2ccccc2F)sc2c1CCCC2,24,-5,0.3,0.8

# Reformatted with tabs: entries from further up.
Compound	MITF primary	TEAD-YAP inh	GPR151 activ	FBW7 act
CCOC(=O)C1(Cc2cccc(OC)c2)CCCN(Cc2cnc(C)s2)C1 (centres undefined)	9	1	-1.2	0.1
CSc1nnc(NC(=O)c2ccc3c(c2)OCO3)s1	0	-26	-6.7	0.1
COc1cc(OC)nc(Oc2ccccc2C(=O)N[C@H](C(N)=O)C(C)C)n1	3	7	-0.4	0.0
COc1cccc(C(=O)COC(=O)c2cc3cc(Br)cc(OC)c3oc2=O)c1	7	5	0.1	0.4
O=C(O)CCCc1ccc([N+](=O)[O-])cc1[N+](=O)[O-]	-7	-10	-1.9	0.0
COc1ccc(C2CC(c3cccs3)=NN2C(=O)CSc2nnc(CNC(=O)c3cccs3)n2-c2ccccc2OC)cc1 (centres undefined)	-4	-7	0.1	0.0

# Further compounds
SMILES,MITF primary,TEAD-YAP inh,GPR151 activ,FBW7 act
CCOC(=O)CN1C(=O)S/C(=C/c2cc([N+](=O)[O-])ccc2OC)C1=O,3,-6,1.5,0.1
Cc1cc(C)cc(/C(=C2\OC(=O)c3ccccc32)[N+](=O)[O-])c1,3,4,0.5,0.9
CC(=O)Nc1ccc(OC(=O)c2ccc([N+](=O)[O-])cc2Cl)cc1,13,-10,0.2,1.0
CCC1CN(CCNC(=O)Cn2ncc3ccccc32)Cc2cc(OC)ccc2O1 (centres undefined),-1,-1,8.2*,0.6
COC(=O)NC1SC(C)=NC1(O)c1ccccc1 (centres undefined),26,17,-1.6,1.4
COc1ccc(CC(=O)NCc2ccc(Cl)cc2)cc1,7,40*,-0.1,-0.1
CCN(CC)C(=O)C1CCCN(Cc2cccc(OC)c2OC)C1 (centres undefined),10,6,-0.7,0.0
Fc1cccc(-c2cnc3c(NCc4cccs4)nccn23)c1,-5,-1,-0.1,0.0
CCOC(=O)c1nnn(-c2cc(Cl)ccc2OC)c1C(=O)OCC,-7,-6,-1.1,-0.2
O=S(=O)(c1ccc(Br)cc1Cl)N1CCCC1,16,-5,-0.6,0.3
O=C(CCn1c(=O)sc2ccccc21)NCCC1=CCCCC1,-10,-1,0.5,-0.3
CCN(CCO)C(=O)c1cnn(-c2nccc(-c3cc(C)sc3C)n2)c1C1CC1,2,-8,2.9,0.0
CCOC(=O)N1CCN(C(=O)Cc2csc(Nc3ccccc3)n2)CC1,-10,0,1.2,-0.1
Cc1ccc(C)c(-c2csc(=Nc3ccccc3)n2Cc2ccccc2)c1,12,9,1.6,0.4
CCNC(=O)N1CCN(CC(=O)OCC)CC1C(=O)NCc1ccccc1 (centres undefined),11,-1,0.6,0.0
CCCCC(=O)Nc1sc2c(c1C(N)=O)CCN(C(=O)OCC)C2,7,50*,-1.5,0.1
Cc1ccc(OCC(=O)NCc2nc(-c3ccccc3)no2)c(Br)c1,9,8,0.9,0.1
CC(CC(=O)Nc1cccnc1)c1ccccc1 (centres undefined),-2,-2,-0.6,-0.1
CNC(=O)c1cc2cc(Br)ccc2oc1=N,-2,1,0.6,0.0
CCCc1nc(C)c2c(=O)[nH]c(-c3cc(S(=O)(=O)N4CCN(CC)CC4)ccc3OCC)nn12,35&15&18&-2,14&-8&-7,-0.1&-0.9&0.8&-0.5,0.4&0.2&0.4&-0.1
COc1cc(-c2nnc(COC(=O)c3cc(Cl)ccc3[N+](=O)[O-])o2)cc(OC)c1OC,4,-8,1.8,-0.2
CC(C)[C@H](O)C(=O)N1CCC[C@H]1C(=O)Nc1ccc2[nH]ncc2c1,9,-1,3.9,0.1
Cc1cc(-n2c(=S)sc3c(=O)n(-c4ccc(F)cc4)c(=S)[nH]c32)ccc1Cl,10,-8,-0.5,0.3

# Quoted at random: 3 entries already listed.
SMILES,MITF primary,TEAD-YAP inh,GPR151 activ,FBW7 act
CCOc1ccccc1Nc1nnc(SCC(=O)N2C(C)CCCC2C)s1 (centres undefined),0,-10,0.4,-0.1
O=S(=O)(c1ccc(Cl)cc1)N1CCn2cccc2C1c1ccccc1 (centres undefined),7,4,0.9,0.0
CCOC(=O)C1=C(C)N=c2s/c(=C\c3ccc(-c4cccc(Cl)c4)o3)c(=O)n2C1c1ccccc1OC (centres undefined),3,8,0.4,-0.2
